MKP-3 inhibition: inhibition of rat DUSP6 enzyme activity – biochemical, in vitro, primary screen (AID 425); recombinant MKP-3 phosphatase activity, fluorescence; higher % means a stronger effect; one-dose inhibition, % at 20 µM; IC50 in µM for titrated hits; 0.17% of 110,000 active; in the data active means inhibition above about 50%;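 further: plate controls were vehicle for no effect and reference inhibitor for full effect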
Hsp70 displacement: small molecules displacing fluorescent ligand from Hsp70 – biochemical, fluorescence polarization, primary screen (AID 583). Hsp70 fluorescence polarization probe displacement, mP; higher % means a stronger effect. displacement, % at 20 µM, or IC50 in µM where a hit was titrated. 0.06% of 140,000 active; in the data active means displacement above about 50%;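 further: plate controls were vehicle for no effect and reference ligand for full effect; a part of the inactive calls stands beside numbers as strong as those of hits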
* marks the source's active call; other numbers are inactive results; . = not tested or not shown; & = joins results of further samples.

no.	Compound	MKP-3 inhibition	Hsp70 displacement
1	CC1=C(C(=O)Nc2ccc(Cl)cc2)C(c2ccccc2)NC(=S)N1 (configuration not stated)	0%	-2.7%
2	CCCC1CCc2c(sc(NC(=O)C3c4ccccc4Oc4ccccc43)c2C(N)=O)C1 (configuration not stated)	0%	-4.1%
3	CCN(CC)c1ccc(NS(=O)(=O)c2ccc([N+](=O)[O-])cc2)cc1	1%	2.1%
4	O=C1N/C(=N\N=C\c2ccccc2O)SC1Cc1cccc(C(F)(F)F)c1 (configuration not stated)	-4%	-2.7%
5	Cc1nnc(NC(=O)CCC(=O)NCc2ccco2)s1	0%	2.3%
6	Cc1cc2c(c(=O)o1)C(C(C)C)C(C#N)=C(N)O2 (configuration not stated)	2%	-3.7%
7	Cc1cc2nc(N)sc2cc1C	.	1.2%
8	O=S(=O)(c1ccc(Oc2ccc3oc4ccccc4c3c2)nc1)N1CCCC1	0%	-0.3%
9	COc1ccc(COC(=O)C2=C(C)NC(=O)NC2c2cc(Cl)c(O)c(OC)c2)cc1 (configuration not stated)	0%	-4.3%
10	Cc1ccc(S(=O)(=O)N2CCN(C)CC2)c(C)c1	.	4.9%
11	NC(=O)c1cc(NC(=O)C(F)(F)F)c(Cl)cc1Cl	3%	2.1%
12	Nc1nonc1C(=O)N/N=C/c1cccc(Br)c1	0%	1.0%
13	COc1ccc(NC(=O)c2cc3n(n2)C(C(F)(F)F)CC(c2ccc(F)cc2)N3)cc1OC (configuration not stated)	-3%	-2.6%
14	COCCCN1C(=O)C(=O)/C(=C(/O)c2ccc(OC(C)C)cc2)C1c1ccncc1 (configuration not stated)	2%	-3.8%
15	COc1ccc(/C=N/Nc2ccccc2)cc1O	-2%	-4.7%
16	OCCOCCNc1ncnc2sc(-c3ccccc3)cc12	.	0.1%
17	NC(=O)CSc1oc(-c2ccc(F)cc2)nc1S(=O)(=O)c1ccccc1	6%	4.3%
18	Cc1ccc(C)c(OCC(=O)NCCNC(=O)COc2cc(C)ccc2C)c1	.	1.7%
19	O=C(c1cccs1)N1CCCC(c2ccccc2)C1 (configuration not stated)	-11%	-2.0%
20	O=C(CS(=O)(=O)c1cn(Cc2ccc(Cl)cc2)c2ccccc12)N1CCOCC1	2%	3.2%
21	COc1ccc(C(=O)OCC(=O)Nc2cc(C)on2)cc1S(=O)(=O)N1CCOCC1	.	0.2%
22	Cc1nc(C)n(CC(O)COc2ccc3cc(Br)ccc3c2)n1 (configuration not stated)	4%	-0.6%
23	CCC(C(=O)Nc1nccs1)(C(F)(F)F)C(F)(F)F	-3%	-10%
24	N#Cc1cccc(CSc2nnc(CCCO)n2-c2ccccc2)c1	0%	2.7%
25	O=c1cc(CSc2nnc(-c3ccccc3)o2)c2ccccc2[nH]1	-1%	5.4%
26	CCOC(=O)C1CCN(C(=O)COC(=O)COc2ccccc2OC)CC1	-10%	-0.7%
27	Cc1ccc2cc(CN(Cc3ccco3)C(=O)NC3CCCCC3)c(=O)[nH]c2c1C	.	5.7%
28	O=C(Nc1ccc2c(c1)nc1n2CCSC1)c1ccccc1	-5%	-1.5%
29	c1ccc2c(c1)nc1sccn12	-19%	-2.1%
30	O=C1/C(=C/c2cccc([N+](=O)[O-])c2)SC(=S)N1c1ccc(O)cc1	-13%	2.5%

4 compounds out of the list above, arranged by the value under Hsp70 displacement, descending:
no.	Compound	MKP-3 inhibition	Hsp70 displacement
27	Cc1ccc2cc(CN(Cc3ccco3)C(=O)NC3CCCCC3)c(=O)[nH]c2c1C	.	5.7%
7	Cc1cc2nc(N)sc2cc1C	.	1.2%
6	Cc1cc2c(c(=O)o1)C(C(C)C)C(C#N)=C(N)O2 (configuration not stated)	2%	-3.7%
14	COCCCN1C(=O)C(=O)/C(=C(/O)c2ccc(OC(C)C)cc2)C1c1ccncc1 (configuration not stated)	2%	-3.8%

(further entries)
no.	Compound	MKP-3 inhibition	Hsp70 displacement
31	O=C(CCSc1nc(-c2ccco2)cc(C(F)(F)F)n1)N1CCN(c2ccccn2)CC1	1%	0.8%
32	CCN(CC)CCCN1C(=O)C(C)SC1c1ccccc1[N+](=O)[O-] (configuration not stated)	1%	3.6%
33	O=C(Nc1ccccc1C(=O)N1CCCC1)c1ccccc1	3%	1.0%&3.6%
34	CN(C)C(=O)CNC(=O)C1CCCCC1	.	6.4%
35	CC(=O)Nc1sc2c(c1C(N)=O)CCCC2	.	1.8%
36	O=c1cc(CSc2ccccn2)[nH]c(=O)[nH]1	2%	2.0%
37	COC(=O)c1[nH]c2cc(OC)ccc2c1NC(=O)CCN1CCN(c2ccccc2)CC1	.	-4.0%
38	COC(=O)c1cn(Nc2ncc(C(F)(F)F)cc2Cl)c(=O)c2ccccc12	.	1.6%
39	Cc1cc(=O)oc2cc(OCC(=O)NCCc3nc4ccccc4[nH]3)ccc12	-12%	1.1%
40	CC(C)(C)N(C(=O)Cn1nnc(-c2ccc(F)cc2)n1)C(C(=O)NC1CCCC1)c1ccncc1 (configuration not stated)	.	-2.3%
41	Cc1cc(-c2ccccc2N)n[nH]1	6%	3.6%
42	CCOc1ncccc1C(=O)Oc1ccc2c(c1)OCO2	-14%	2.0%
43	O=C1/C(=C/c2ccc(Br)c([N+](=O)[O-])c2)SC(=S)N1Cc1ccccc1	-2%	2.1%
44	C=CCN1CCN(C(c2ccc(Cl)cc2)c2nnnn2CCc2ccc(OC)c(OC)c2)CC1 (configuration not stated)	0%	-1.6%
45	O=C(NCCN1CCOCC1)c1cc(Cl)ccc1Cl	7%	-3.9%
46	Nc1c(C(=O)Nc2ccccc2)sc2nc(-c3ccco3)ccc12	-7%	1.7%
47	Cc1cc(=O)oc2ccc(OCC(=O)NCc3ccco3)cc12	.	1.9%
48	C#CCNc1nc(CC)nc2c1nnn2Cc1ccccc1F	-12%	2.9%
49	CN(C)C(=O)c1cc(S(=O)(=O)N(C)C)c(Cl)cc1N1CCCC1	-11%	3.0%
50	CN(C)CCCNC(=O)c1ccccn1	.	3.2%
51	CC1Cc2ccccc2N1S(=O)(=O)c1cccc(C(=O)NC2CC2)c1 (configuration not stated)	3%	-1.2%
52	CCSC1=C(C#N)C(c2cccc(OC)c2)CC(=O)N1 (configuration not stated)	-8%	1.3%
53	Clc1ccccc1CSc1nnc(-c2ccco2)c(-c2ccco2)n1	7%	.
54	O=C(CCn1nnc2ccccc21)Nc1nnc(COc2ccc(F)cc2)s1	2%	-4.9%
55	Cc1noc(/C=C/N(C)C)c1S(=O)(=O)N1CCCC(C(=O)N2CCCCC2)C1 (configuration not stated)	1%	1.0%
56	N#CC1=C(N)Oc2n[nH]c(-c3ccccc3)c2C1c1cccc(OC(=O)N2CCOCC2)c1 (configuration not stated)	-1%	6.2%
57	CCC(=O)Nc1c(C)ccc2nsnc12	-9%&0%	-1.2%&1.5%
58	Cc1ccc(Cl)cc1NC(=O)C1CCCCC1C(=O)O (configuration not stated)	0%	2.3%
59	Cc1ccc2nc(NC3=NCN(Cc4ccco4)CN3)nc(C)c2c1	0%	7.7%
60	COc1cc(/C=N\Nc2nnc(C)c(=O)[nH]2)cc(Br)c1O	3%	-1.9%

Looked up by compound from the entries so far, five records:
no.	Compound	MKP-3 inhibition	Hsp70 displacement
45	O=C(NCCN1CCOCC1)c1cc(Cl)ccc1Cl	7%	-3.9%
38	COC(=O)c1cn(Nc2ncc(C(F)(F)F)cc2Cl)c(=O)c2ccccc12	.	1.6%
10	Cc1ccc(S(=O)(=O)N2CCN(C)CC2)c(C)c1	.	4.9%
60	COc1cc(/C=N\Nc2nnc(C)c(=O)[nH]2)cc(Br)c1O	3%	-1.9%
26	CCOC(=O)C1CCN(C(=O)COC(=O)COc2ccccc2OC)CC1	-10%	-0.7%

Part of the list above in order of heavy-atom count, smallest number first:
no.	Compound	MKP-3 inhibition	Hsp70 displacement
58	Cc1ccc(Cl)cc1NC(=O)C1CCCCC1C(=O)O (configuration not stated)	0%	2.3%
31	O=C(CCSc1nc(-c2ccco2)cc(C(F)(F)F)n1)N1CCN(c2ccccn2)CC1	1%	0.8%
44	C=CCN1CCN(C(c2ccc(Cl)cc2)c2nnnn2CCc2ccc(OC)c(OC)c2)CC1 (configuration not stated)	0%	-1.6%

Other compounds.
no.	Compound	MKP-3 inhibition	Hsp70 displacement
61	Cc1cc(/C=N/n2cnnc2)c(C)n1-c1ccc(OCc2ccccc2F)cc1	-10%	4.1%
62	Cc1cccc(C(=O)N2CCc3ccccc32)c1	-2%	-1.1%
63	c1ccc2c(N3CCOCC3)nc(-c3ccncc3)nc2c1	3%	6.6%&4.5%
64	Cc1nnc(NC(=O)CSc2nnc(C)n2Cc2ccccc2)s1	.	0.7%
65	N#CC(C(=O)Nc1ccc(Cl)c(Cl)c1)=C1Nc2ccccc2N1	-2%	-0.8%
66	Cc1cc(/C=C2\C(=O)NC(=S)N(c3cccc(Cl)c3)C2=O)c(C)n1C	0%	-3.6%
67	Cc1nn(C)cc1CNC(=O)c1cnn2c1NC(c1ccc(Br)cc1)CC2C(F)(F)F (configuration not stated)	6%	2.9%
68	Cc1ccc2c(C)nc(Nc3nc(CSc4nnnn4-c4ccccc4)cc(=O)[nH]3)nc2c1	3%	-1.1%
69	O=S(=O)(c1ccc(Br)cc1)N1CCN(c2cccc(Cl)c2)CC1	1%	1.3%
70	CC(C)OCCCNS(=O)(=O)c1ccc2ccccc2c1	.	-5.3%
71	Cc1ccc(C)c(C(=O)CSc2n[nH]c(C)n2)c1	-10%	4.1%
72	Cc1cccc(-n2c(N)cc(=O)nc2SC(C)C(=O)NC2CCCCC2)c1 (configuration not stated)	-2%	0.8%
73	CCCCOc1ccc(C(=O)O/N=C(/c2ccncc2)c2ccc([N+](=O)[O-])cc2)cc1	-2%	-3.4%
74	CC(C)C1Oc2ccccc2N(CC(=O)N(Cc2ccccn2)CC2CCCO2)C1=O (configuration not stated)	-10%	-5.2%
75	CCCOC(=O)c1c(-c2ccc(Br)cc2)csc1N	0%	3.7%
76	CCOc1ccccc1NC(=O)CN(C)S(=O)(=O)c1ccc(OC)c(C)c1	-3%	4.8%
77	O=C(O)c1ccc2c(c1)C(=O)N(C(Cc1ccc(O)cc1)C(=O)O)C2=O (configuration not stated)	-1%	-0.1%
78	Cc1cc(C=C2C(=O)c3ccccc3C2=O)c(-c2ccccc2)n1-c1ccccc1	1%	-19%
79	O=C(NC(=S)Nc1ccc(Cl)c(-c2nc3ccccc3o2)c1)c1ccco1	1%	5.0%
80	Cc1cc(C)nc(/N=C(\N)C2=C(O)CC(C)(C)CC2=O)n1	-15%	5.5%
81	COCCn1c(SCC(=O)N2CCN(c3ccccc3)CC2)nc2c(c1=O)SC(C)C2 (configuration not stated)	0%	-0.1%
82	O=C(O)c1c2c(nc3ccc(F)cc13)CCC2	.	1.1%
83	COc1cc2nc(-c3ccccc3)nc(N3CCCC3)c2cc1OC	-9%	1.1%
84	COCCNS(=O)(=O)c1ccccc1	.	-5.9%
85	CN(CCO)C1=NS(=O)(=O)c2cc([N+](=O)[O-])ccc21	3%	3.7%
86	Cc1ccccc1Cn1c(=N)n(CC(O)c2ccco2)c2ccccc21 (configuration not stated)	-1%	5.0%
87	CC(C)(C)C1(c2ccccc2)NC(=O)N(CC(=O)N2CCOCC2)C1=O (configuration not stated)	0%	-3.0%
88	C#CCOc1ccc2c3c(c(=O)oc2c1)CCC3	4%	-3.4%
89	O=C(NCc1cccs1)c1nc2c(nnn2Cc2ccccc2Cl)c(=O)[nH]1	-2%	4.7%
90	Cc1cc(N2CCN(C(=O)c3ccco3)CC2)n2nc(C)c(-c3ccccc3)c2n1	-5%	0.9%
91	CCCOc1ccc(C(O)(CCC)CCN2CCCCC2)cc1 (configuration not stated)	.	-0.6%
92	CCOc1cc(C)c(Cl)cc1S(=O)(=O)N(C)C	-5%	-3.1%
93	Cc1ccc(OCCn2c(NC(=O)c3ccco3)nc3ccccc32)cc1	2%	-0.5%
94	CCOC(=O)c1ccccc1NC(=O)c1ccc(Cl)cc1Cl	1%	14%
95	CCOC(=O)c1c(-c2ccco2)csc1N	-1%	1.4%
96	CCOc1ccc2nc(N3CCC(C(=O)N4CCN(c5ccccn5)CC4)CC3)sc2c1	-12%	-0.4%
97	O=C(C1CC1)n1cc(C(=S)N2CCOCC2)c2ccccc21	-5%	-2.3%
98	CC1=C(C(=O)OCC(C)C)C(c2ccc(Br)cc2)NC(=O)N1 (configuration not stated)	-1%	-0.1%
99	Cc1cc(C)c(C#N)c(SCc2ccc3c(c2)OCO3)n1	-4%	4.8%
100	O=C(C1CC(c2ccc(F)cc2)=NO1)N1CCN(c2ccccc2)CC1 (configuration not stated)	-7%	3.9%
101	CC1CCN(C(=O)CN2C(=O)C(=O)c3ccccc32)CC1	-14%	6.5%
102	O=c1c2ccccc2nc(SCc2ccc([N+](=O)[O-])cc2)n1-c1ccccc1	7%	-0.5%
103	O=C(c1ccccc1Cl)N(C1CCCCC1)C1CCCCC1	3%	-8.6%
104	CCC(=O)NC(Nc1cccc(C)n1)(C(F)(F)F)C(F)(F)F	0%	-1.3%
105	CCOC(=O)c1cnc(-n2nc(C)cc2C)nc1NC(C)c1ccccc1 (configuration not stated)	-7%	2.4%
106	O=C(NC1CCCCC1)Oc1ccc2oc(=O)sc2c1	2%	4.4%
107	Nc1nnc(Cc2ccc(Br)cc2)s1	-2%	4.8%
108	CCOC(=O)c1c(C)n(C(=O)c2ccco2)c(=O)n1C(=O)c1ccco1	-3%	4.1%
109	O=C(Nc1ccncc1)c1ccc([N+](=O)[O-])cc1	1%	-8.0%
110	CCN1C(=O)CC(C(=O)O)SC1=Nc1ccc(OC)cc1 (configuration not stated)	-6%	-8.4%
111	COc1ccc(CC(=O)O/N=C(\N)Cc2ccc(Cl)cc2Cl)cc1OC	4%	1.2%
112	CCOc1ccc(-c2nnn(CC(=O)NCc3ccco3)n2)cc1	-5%	0.7%
113	CSc1nnc2c(n1)OC(c1ccc(OCc3ccccc3)cc1)Nc1ccccc1-2 (configuration not stated)	0%	3.7%

A portion of the library; rates above refer to the full screens.
